Screens deposited in PubChem by Sanford-Burnham Center for Chemical Genomics.
Artemis inh – blocks endonuclease activity of human Artemis; AID 686954; recombinant Artemis, quenched FAM hairpin cleavage fluorescence; inhibition, % at 10 µM; actives 0.78% (n = 30,000);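 active = at 10 µM dose, at least 30% inhibition, measured as corrected fluorescence normalized to stimulator and neutral control wells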
Target sequence (Q96SD1 whole entry, looked up): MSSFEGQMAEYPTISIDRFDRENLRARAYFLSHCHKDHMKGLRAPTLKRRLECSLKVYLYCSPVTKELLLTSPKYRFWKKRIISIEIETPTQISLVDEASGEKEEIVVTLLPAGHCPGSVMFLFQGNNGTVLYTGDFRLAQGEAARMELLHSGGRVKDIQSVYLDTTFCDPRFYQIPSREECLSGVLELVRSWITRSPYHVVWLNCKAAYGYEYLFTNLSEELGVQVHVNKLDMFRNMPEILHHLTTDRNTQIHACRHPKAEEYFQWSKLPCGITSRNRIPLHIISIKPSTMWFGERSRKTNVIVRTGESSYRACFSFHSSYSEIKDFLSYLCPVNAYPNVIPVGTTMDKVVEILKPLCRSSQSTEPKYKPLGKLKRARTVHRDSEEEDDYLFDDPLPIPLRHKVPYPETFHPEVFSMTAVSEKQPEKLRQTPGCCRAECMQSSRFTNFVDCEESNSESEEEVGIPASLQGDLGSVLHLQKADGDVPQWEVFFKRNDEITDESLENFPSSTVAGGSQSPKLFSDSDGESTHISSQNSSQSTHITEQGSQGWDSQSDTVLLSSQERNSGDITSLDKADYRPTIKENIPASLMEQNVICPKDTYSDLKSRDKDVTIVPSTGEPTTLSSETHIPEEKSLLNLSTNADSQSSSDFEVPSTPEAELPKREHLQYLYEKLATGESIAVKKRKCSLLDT
Active calls of the source: *.

| SMILES | Artemis inh |
| --- | --- |
| O=C(NCCCN1CCN(c2cccc(Cl)c2)CC1)c1ccc(N2CCCC2=O)cc1 | -5.6 |
| CN(C)CC(=O)Nc1cc(C(F)(F)F)ccc1Cl | 5.9 |
| O=c1oc2ccccc2c(NC(c2ccccc2)c2ccccc2)c1[N+](=O)[O-] | 0.9 |
| Cc1nc(N2CCC(C)CC2)c2nnn(Cc3ccccc3)c2n1 | 7.1 |
| CCOC(=O)c1nnc(-c2ccc(C)cc2)nc1Sc1cccc(Cl)c1 | -0.5 |
| c1ccc2c(N3CCCCCC3)nc(-c3ccncc3)nc2c1 | 2.4 |
| CCOC(=O)C(=O)/C(=C\N(C)C)c1onc(-c2c(F)cccc2Cl)c1C(=O)OC | -8.1 |
| Cc1sc2ncnc(NCC(c3ccco3)N3CCCC3)c2c1C (stereo unspecified) | 7.3 |
| COC(=O)c1ccc2c(c1)SC1=C(CCCC1=O)N2 | 1.4 |
| CCOCC(=O)Nc1nc2ccc(OC)cc2s1 | -8.9 |
| Cc1ccc(S(=O)(=O)N(CCC#N)CCN2CCCC2)cc1 | 10.8 |
| N=c1ccn(Cc2ccc(Cl)c(Cl)c2)cc1 | 1.0 |
| S=c1[nH]cc(-c2ccccc2)n1-c1ccccc1 | 0.3 |
| Cc1csc(-c2cnn(-c3ccccc3)c2NC(=O)c2cccc(F)c2)n1 | -1.7 |
| O=C(O)c1ccc(COCC(F)(F)C(F)F)o1 | 5.5 |
| CC(C)CN1CCC(C(=O)NCC2CCCO2)CC1 (stereo unspecified) | -12.9 |
| CN(C)N1C(N)=C(C#N)C(c2cccnc2)C2=C1CC(C)(C)CC2=O (stereo unspecified) | -8.2 |
| COc1ccc(C)cc1S(=O)(=O)NC1CCCC1 | 4.7 |
| Cc1cccc(NC(=O)CCOc2ccccc2)c1 | 1.6 |
| Cc1[nH]c2ccccc2c1C(=O)/C=C/c1ccccc1 | -4.7 |
| Cc1cnc(C(=O)Nc2ccc(C(=O)N3CCCCC3)cc2)cn1 | -4.3 |
| COC(=O)c1ccccc1COn1c(=O)c[n+]([O-])c2ccccc21 | 4.3 |
| O=C(c1cccc(Cl)c1)N1CCN(Cc2ccncc2)CC1 | -1.7 |
| O=S(=O)(Nc1ccc(S(=O)(=O)N2CCCCC2)cc1)c1ccc(Br)s1 | 6.2 |
| CCSc1nc2ccccc2n1CC(=O)OC | -10.2 |
| Cc1c(NC(=O)c2cc3nc(-c4ccc(Cl)cc4)cc(C(F)(F)F)n3n2)c(=O)n(-c2ccccc2)n1C | 13.5 |
| CCOc1ccc(NC(=O)Nc2nnc(CC)s2)cc1 | 4.4 |
| Cc1cccc(C)c1NC(=O)NC1(C(=O)NCCCN2CCOCC2)CCCCC1 | -0.8 |
| CN(CCO)Cc1csc2ccc(Br)cc12 | 15.4 |
| CCCOc1ccc(/C(O)=C2\C(=O)C(=O)N(CCCOC)C23C(=O)N(C)c2ccccc23)cc1 (stereo unspecified) | 2.5 |
| Cc1c(Cl)cccc1-c1ccc(C(=O)N2CCN(c3ccc([N+](=O)[O-])cc3)CC2)o1 | 9.6 |
| CC(=O)c1c(O)cc(=O)n(-c2ccccc2)c1-c1cccc2ccccc12 | 7.5 |
| Cc1cc(C(=O)OCC(=O)NCCc2ccccc2)c(C)o1 | 4.9 |
| CN1CCN(C(=O)c2ccccc2NC(=O)c2cccs2)CC1 | -6.8 |
| CC1CCOC2(O1)C(=O)N(CN1CCN(c3cccc(Cl)c3)CC1)c1ccccc12 (stereo unspecified) | -5.9 |
| O=C(c1ncc[nH]1)c1ccco1 | -3.5 |
| CC(C)CNS(=O)(=O)c1ccc(CCC(=O)O)cc1 | -8.1 |
| CCOc1ccc(CCNC(=O)C2CCCN(S(=O)(=O)c3c(C)n[nH]c3C)C2)cc1OCC (stereo unspecified) | -1.9 |
| COCCNC(=O)c1ccc2snnc2c1 | 8.9 |
| NC(=O)c1cc(-c2ccccc2)nc(N2CCCCCC2)n1 | 1.7 |
| N/C(=N\c1nc2ccccc2o1)NC(=O)c1ccc(F)cc1 | -2.6 |
| Cc1n[nH]c(C)c1N1C(=O)c2cccc3c(Br)ccc(c23)C1=O | 6.7 |
| Cc1ccc(S(=O)(=O)NCC(=O)N(CC(=O)NCc2ccccc2)CC2CCCO2)cc1 (stereo unspecified) | -8.4 |
| CCCCCOc1ccccc1C(=O)NCCCC(=O)O | -4.4 |
| O=C(CC1CCCCC1)Nc1ncn[nH]1 | -1.7 |
| C=C(C)c1nc2cc(OC)c(OC)cc2c(=O)o1 | -0.2 |
| Cc1ccc(C)c(Nc2c([N+](=O)[O-])cc(C(=O)N3CC(=O)Nc4ccccc43)cc2[N+](=O)[O-])c1 | 17.5 |
| O=c1/c(=C/c2ccco2)sc2nc(-c3ccccc3Br)nn12 | 3.9 |
| Cn1c(=O)c2c(ncn2CC(O)CNc2ccc(Br)cc2)n(C)c1=O (stereo unspecified) | -4.6 |
| Cc1cc(C)n2cc(CSC3=NCCS3)nc2n1 | -1.0 |
| C=CCc1ccccc1OCC(O)CN(C(C)C)C(C)C (stereo unspecified) | -2.3 |
| O=C(NCC(c1cccnc1)N1CCN(c2ccc(F)cc2)CC1)c1ccc(F)cc1 (stereo unspecified) | 4.7 |
| O=C(CN1CCOCC1)Nc1c2c(nc3c1CCC3)CCC2 | -3.9 |
| COc1cc(Cl)c(C)cc1NC(=O)CSC | -3.5 |
| COc1ccc(/C=C(/C#N)C(=O)Nc2cc(C)ccc2C)cc1C(=O)O | -1.6 |
| CC(=O)N(CC1CCCO1)C1(C(=O)NC2CCCC2)CCCCC1 (stereo unspecified) | -6.7 |
| Cn1c(=O)[nH]c(=O)c2c1nc(N1CCCCCC1)n2CCSc1nc2ccccc2[nH]1 | 0.8 |
| CCCc1ccc(OCC(=O)NNC(=S)NC(=O)c2ccco2)cc1 | -0.1 |
| O=C(Nc1nn(Cc2ccc(Cl)cc2)cc1Br)c1ccc(COc2ccccc2Cl)o1 | 5.8 |
| COc1ccc(NC(=O)C2C3C=CC(C3)C2C(=O)NCc2ccco2)c(OC)c1 (stereo unspecified) | -4.2 |

The last 7 compounds of the section before are carried over, then new ones follow.
| SMILES | Artemis inh |
| --- | --- |
| COc1cc(Cl)c(C)cc1NC(=O)CSC | -3.5 |
| COc1ccc(/C=C(/C#N)C(=O)Nc2cc(C)ccc2C)cc1C(=O)O | -1.6 |
| CC(=O)N(CC1CCCO1)C1(C(=O)NC2CCCC2)CCCCC1 (stereo unspecified) | -6.7 |
| Cn1c(=O)[nH]c(=O)c2c1nc(N1CCCCCC1)n2CCSc1nc2ccccc2[nH]1 | 0.8 |
| CCCc1ccc(OCC(=O)NNC(=S)NC(=O)c2ccco2)cc1 | -0.1 |
| O=C(Nc1nn(Cc2ccc(Cl)cc2)cc1Br)c1ccc(COc2ccccc2Cl)o1 | 5.8 |
| COc1ccc(NC(=O)C2C3C=CC(C3)C2C(=O)NCc2ccco2)c(OC)c1 (stereo unspecified) | -4.2 |
| CCC(=O)N1CCN(c2ccc(NC(=O)c3cc4ccccc4o3)cc2Cl)CC1 | 7.3 |
| COC(=O)c1ccccc1OCCOc1ccccc1C(=O)OC | 2.6 |
| Cc1ccc(SCCC(=O)N2CCC(C(N)=O)CC2)cc1 | -5.3 |
| C=CCNC(=O)c1cc(Cl)ccc1Cl | -7.9 |
| Cc1nc2ccccn2c1/C(O)=C1\C(=O)C(=O)N(CCN2CCOCC2)C1c1cccnc1 (stereo unspecified) | -2.4 |
| CCC(NC(=O)Nc1ncccc1C)(C(F)(F)F)C(F)(F)F | 0.9 |
| Fc1ccc(-c2nc3n(n2)Cc2ccccc2-3)cc1 | -12.6 |
| CCc1nc2ccccc2n(CCOCCOCCn2c(=O)c(CC)nc3ccccc32)c1=O | 0.3 |
| CCOCCSC1=C(C#N)C(c2cccs2)C(C(C)=O)=C(C)N1 (stereo unspecified) | 3.3 |
| COC(=O)c1[nH]nc2c1C(=O)N(Cc1ccccc1)C2=O | -0.8 |
| Cc1ccc(OCCOCCn2ccnc2)c(Br)c1 | -10.2 |
| c1ccc(OCc2nn3c(-c4n[nH]c5c4CCC5)nnc3s2)cc1 | -0.8 |

Three entries drawn at random from the list so far, as already listed:
| SMILES | Artemis inh |
| --- | --- |
| c1ccc(OCc2nn3c(-c4n[nH]c5c4CCC5)nnc3s2)cc1 | -0.8 |
| C=CCNC(=O)c1cc(Cl)ccc1Cl | -7.9 |
| CCC(NC(=O)Nc1ncccc1C)(C(F)(F)F)C(F)(F)F | 0.9 |

More compounds follow:
| SMILES | Artemis inh |
| --- | --- |
| Clc1ccccc1-c1nc(N/N=C/c2cccnc2)c2ccccc2n1 | 11.4 |
| O=c1cc(-c2ccccc2)nc(SCc2ccccc2)[nH]1 | -2.2 |
| Cc1ccc(-n2ncc(N(C)C)c(Cl)c2=O)cc1 | -10.6 |
| O=C1c2sc3nc4c(c(=O)n3c2C(=O)N1c1ccccc1)CCC4 | 2.1 |
| COc1cccc(-c2nnc(SCC(=O)OC(C)C)n2Cc2ccco2)c1 | -3.7 |
| Cc1ccc(C)c(NC(=O)CN2C(=O)CNC2=O)c1 | 5.8 |
| C=CCOc1c(Br)cc(CNn2nnnc2N)cc1OC | -3.6 |
| Cc1nc2ccc(S(=O)(=O)NCC(=O)N3CCN(c4ccccc4)CC3)cc2s1 | 0.1 |
| O=C(O)CCCC(=O)Nc1ccn(-c2ccccc2)n1 | -2.6 |
| O=C(CN1CCOCC1)Nc1nc(-c2ccc3c(c2)CCN3S(=O)(=O)c2ccccc2)cs1 | -2.4 |
| CC(C)n1nnnc1SCC(=O)N1CCOCC1 | -2.3 |
| CC1CCC/C(=N\NC(=S)NCc2ccccc2)C1 (stereo unspecified) | -4.3 |

Some of the entries above in a different format:
O=c1cc(-c2ccccc2)nc(SCc2ccccc2)[nH]1
  Artemis inh = -2.2

Cc1ccc(-n2ncc(N(C)C)c(Cl)c2=O)cc1
  Artemis inh = -10.6

O=C1c2sc3nc4c(c(=O)n3c2C(=O)N1c1ccccc1)CCC4
  Artemis inh = 2.1

COc1cccc(-c2nnc(SCC(=O)OC(C)C)n2Cc2ccco2)c1
  Artemis inh = -3.7

(further entries)
| SMILES | Artemis inh |
| --- | --- |
| O=C(Cn1c(=O)n(-c2cccc(Cl)c2)c(=O)n1CC(=O)N1CCCCC1)N1CCCCC1 | -1.3 |
| Cc1ccc2nc3c(cc2c1)c(NC(=O)c1cccnc1)nn3C | 3.2 |
| Cc1ccccc1C(=O)c1c[nH]c(C(N)=O)c1 | -7.5 |
| O=C(COC(=O)C1COc2ccccc2O1)NC(=O)NC1CCCCC1 (stereo unspecified) | 6.3 |
| Cc1sc2ncnc(OCC(=O)N3CCN(S(=O)(=O)c4ccc(Cl)cc4)CC3)c2c1C | 4.7 |
| C=CCn1c(C)cc(C(=O)CSc2nnc(NC(C)C)s2)c1C | 5.2 |
| CCNC(=O)c1nc[nH]c1C(=O)NCC | -8.0 |
| c1ccn2c(SCc3ccc4c(c3)OCO4)nnc2c1 | -6.4 |
| C=CCNC(=O)C12CC3(C)CC(C)(CC(C)(C3)C1)C2 | -16.4 |
| O=c1[nH][nH]c(C(F)(F)F)c1C=NCc1ccc(Cl)cc1 | -3.1 |
| Cc1nn(-c2ccccc2)c(Oc2ccc(F)cc2)c1/C=N/n1cnnc1 | -2.1 |
| Cc1onc(-c2ccccc2Cl)c1C(=O)N1CCN(c2nc3ccccc3s2)CC1 | 4.1 |
| COc1ccc(CC(=O)Nc2c3c(nn2-c2cccc(C)c2C)CS(=O)C3)cc1 (stereo unspecified) | -6.2 |
| Cc1cc2n(n1)C(c1cccs1)Nc1ccccc1-2 (stereo unspecified) | -0.4 |
| O=C1c2ccccc2-c2nc3ccccc3n21 | -2.1 |
| COc1ccc(CCn2c(C)cc(C(=O)CSc3nnnn3C)c2C)cc1 | 1.9 |
| COc1ccc(CC(=O)Nc2ccc(N3CCN(c4ccc(OC)cc4)CC3)c(C#N)c2)cc1 | 3.3 |
| CCOc1ccc(C(O)C(CN2CCOCC2)c2ccccc2)cc1 (stereo unspecified) | 5.4 |
| CCS(=O)(=O)Nc1ccc(C(=O)CC2(O)C(=O)Nc3ccc(Br)cc32)cc1 (stereo unspecified) | -12.0 |
| COC(=O)c1[nH]c2cc(C)ccc2c1NC(=O)CN1CCc2cc(OC)c(OC)cc2C1 | 4.5 |
| Cc1cc(C)cc(NS(=O)(=O)c2ccc3[nH]cc(C(=O)NCc4ccco4)c(=O)c3c2)c1 | 15.4 |
| C=CCSc1nnc2nc3c(nn12)c1cc(C)ccc1n3CC=C | 11.9 |
| COc1cccc(NC(=O)Cn2c(-c3cncs3)nc3ccccc32)c1 | 9.5 |
| CCN(CC)C(=O)CSc1ncnc2c1nnn2-c1ccc(F)cc1 | 3.5 |
| COc1ccc(NC(=O)CCc2nc(-c3ccccc3F)no2)cc1 | -8.8 |
| Cc1ccc(OCc2nc(C#N)c(N3CCCC3)o2)cc1 | 6.0 |
| O=C(Nc1ccc(NC(=O)C2CC2)cn1)c1ccccc1Cl | 0.5 |
| CCCS(=O)(=O)c1nc(S(=O)(=O)c2ccc(C)cc2)c(NCCCN2CCOCC2)s1 | -3.0 |
| CCOc1ccccc1-n1c(SCC(=O)NC(C)CC)nnc1-c1ccoc1C (stereo unspecified) | -1.5 |
| CC1=C(C(=O)O)N2C(=O)C(NC(=O)c3ccn(C)n3)C2SC1 (stereo unspecified) | -1.0 |

The list is partial. The share of hits here may be higher or lower than overall.
